Bioassay records: PubChem, several laboratories
IDE cell activ = human IDE activators in live cells, primary screen, fluorescence polarization, HEK cells, FAbeta-B substrate | Insulin-degrading enzyme (Homo sapiens), P14735 | FAbeta-B cleavage; 0% vehicle, 100% cell-free pure enzyme wells | activation, % at 5.96 µM | 340,000 tested, 0.073% active;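 active means activation above the mean of all tested compounds plus 3 SD, set per screening campaign, cut at about 17% in these data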
MEKK3 PB1 HTS = modulators of MEKK3-MEK5 PB1 binding, primary screen, biochemical, wildtype MEKK3, multiplex bead flow cytometry, Alexa488-MEK5; 290,000 tested, 1.4% active; AID 1529, 2009; binding response (% of control), % at 10 µM; bead-based flow cytometry, Alexa488-MEK5 binding to MEKK3; actives lie on both sides; 0 = blocked by unlabeled MEK5, 100 = vehicle; Mitogen-activated protein kinase kinase kinase 3 (Homo sapiens), Q99759;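 active means binding response more than 3 SD above or below the average of its plate-row segment, actives on both sides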;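 further: Alexa488 bead fluorescence after subtracting the streptavidin-only scavenger bead signal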
Target sequence (Q99759 whole entry, looked up): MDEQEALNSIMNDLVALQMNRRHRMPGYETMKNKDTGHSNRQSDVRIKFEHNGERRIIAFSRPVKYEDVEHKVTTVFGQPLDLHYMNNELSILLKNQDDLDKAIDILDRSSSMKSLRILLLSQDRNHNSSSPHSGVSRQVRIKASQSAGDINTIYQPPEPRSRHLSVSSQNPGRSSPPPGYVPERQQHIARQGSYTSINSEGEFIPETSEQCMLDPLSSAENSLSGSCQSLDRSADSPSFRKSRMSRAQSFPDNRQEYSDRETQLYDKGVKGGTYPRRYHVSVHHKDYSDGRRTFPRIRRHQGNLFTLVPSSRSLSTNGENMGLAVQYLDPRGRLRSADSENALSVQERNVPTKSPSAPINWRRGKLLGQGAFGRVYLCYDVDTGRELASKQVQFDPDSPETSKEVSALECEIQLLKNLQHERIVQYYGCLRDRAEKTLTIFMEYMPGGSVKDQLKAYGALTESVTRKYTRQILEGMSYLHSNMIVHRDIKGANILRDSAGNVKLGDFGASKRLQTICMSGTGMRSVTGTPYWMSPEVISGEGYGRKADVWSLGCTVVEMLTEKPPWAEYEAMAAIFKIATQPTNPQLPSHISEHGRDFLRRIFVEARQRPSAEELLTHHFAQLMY
SUMO HTRF inh = inhibitors of in vitro SUMOylation cascade, primary screen, biochemical, HTRF, uHTS; SUMO-conjugating enzyme UBC9 (Homo sapiens), P63279; HTRF SUMOylation assay, SAE1/SAE2 + UBC9; inhibition, % at 35 µM; 290,000 tested, 0.36% active; AID 2006, 2009; in the data active means inhibition above about 50%, passing the limit was not always enough; further: strong numbers were not always called active
Target sequence (P63279 whole entry, looked up): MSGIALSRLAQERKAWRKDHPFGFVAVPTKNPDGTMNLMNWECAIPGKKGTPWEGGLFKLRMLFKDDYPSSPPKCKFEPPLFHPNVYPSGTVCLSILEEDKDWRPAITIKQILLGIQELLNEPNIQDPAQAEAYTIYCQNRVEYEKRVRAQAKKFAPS
MEKK2mut PB1 HTS = MEK5 binding signal on mutant MEKK2 PB1, primary screen, biochemical, multiplex bead flow cytometry, Alexa488-MEK5; percent response, % at 10 µM; Alexa488-MEK5 binding to MEKK2 mutant; 290,000 tested, 0.35% active; in the data active means percent response above about 24%, passing the limit was not always enough; further: inactives centre near 1; some results filed as inactive read as strong as hits; reference of the scale not given here
MEKK2wt PB1 HTS = modulators of MEK5 binding to wildtype MEKK2, primary screen, biochemical, multiplex bead flow cytometry, Alexa488-MEK5 | Alexa488-MEK5 binding to MEKK2 WT; actives lie on both sides | binding response (% of control), % at 10 µM | 290,000 tested, 1.1% active; in the data active means binding response below about 67% or above about 130%
NALP1 yeast inh = NALP1 inflammasome inhibitors in reconstituted yeast, colorimetric, S. cerevisiae, triplicate retest; S. cerevisiae NALP1/ASC/caspase-1 growth, X-gal OD620, 72 h; inhibition, % at 10 µM; 280,000 tested, 0.61% active; in the data active means inhibition mostly above about 24%, no sharp cut-off; inactive means mostly below about 32%; further: some compounds called inactive have numbers as strong as hits
IDE inh = human IDE inhibitors in live cells, primary screen, fluorescence polarization, HEK cells, FAbetaB substrate; FAbetaB cleavage; inhibition, % at 5.59 µM; 320,000 tested, 0.41% active;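 active means percent inhibition above the average of all tested compounds plus 3 SD, set per screening campaign, cut at about 16% in these data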;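 further: IDE supplied by intact live HEK cells; FP after avidin binding of uncleaved biotin substrate so inhibition keeps polarization high; 0% = DMSO wells and 100% = 60 µM reference IDE inhibitor Ii1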
p-CIP stab down = p/CIP-EGFP fusion destabilizers, primary screen, fluorescence, F442A cells. 16 h. 290,000 tested, 0.01% active. AID 1984, 2009. decrease of EGFP signal, % at 10 µM. Q05BA5;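 active means EGFP signal decrease of at least 30% at 10 µM or well 3 SD below plate mean, unless failing retest; inactive means the rest, including hits failing retest or dose response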; further: some compounds called inactive have numbers as strong as hits; many of its hits are not listed in these tables
M18AAP inhibitor = PfM18AAP inhibitors, malaria aminopeptidase, primary screen, biochemical, QFRET, recombinant enzyme. M18 aspartyl aminopeptidase (Plasmodium falciparum 3D7). AID 1822, 2009. inhibition, % at 7.35 µM. H-Glu-NHMec fluorogenic cleavage. 290,000 tested, 1.2% active;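 active means inhibition above the campaign mean inhibition over all tested compounds plus 3 SD, cut at about 28% in these data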;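 further: 0% = plate median of test compound wells and 100% = 2 mM ZnCl2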
Active calls of the source: *; nt = not tested or not shown; [ ] = remark or other dose. This is a subset; the hit share may differ from the screen's.

SMILES	IDE cell activ	MEKK3 PB1 HTS	SUMO HTRF inh	MEKK2mut PB1 HTS	MEKK2wt PB1 HTS	NALP1 yeast inh	IDE inh	p-CIP stab down	M18AAP inhibitor
c1ccc(-c2nnc(-c3ccncc3)o2)cc1	-3	101	7	0	108	8	-4	2	13
CN(C)c1cc(O)c(C(=S)Nc2ccccc2)c(N(C)C)c1	0	nt	15	nt	nt	7	-2	-2	-2
COCCN(C(=S)Nc1cccc(OC)c1)C(C)c1cccs1 (stereo not given)	5	115	3	0	107	19	5	-2	0
Cc1cc(-c2ccccc2)nc(N(C)NC(=O)c2cccc(C(F)(F)F)c2)c1S(C)(=O)=O	4	107	-20	0	99	-12	-6	-21	-8
CCN1CCN(C(=S)Nc2sc(C)c(-c3ccccc3)c2C(=O)OC)CC1	7	108	-8	11	131	6	-1	5	-2
Cc1cccc(CCNc2nc3ccccc3n3nnnc23)c1	0	103	-1	4	104	0	2	16	-4
O=C(NN1C(=O)/C(=C/C=C/c2ccco2)SC1=S)c1ccccc1O	-1	116	79*	9	98	4	-4	0	18
Cc1cc(C(=O)Nc2cccc3ccccc23)co1	-1	98	15	6	100	4	-3	-12	-8
S=C(NCCCc1ccccc1)Nc1ccc(Cl)cc1	5	103	-34	0	114	64	2	8	2
NC(=O)CSc1nnc(-c2ccncc2)n1-c1ccc(Cl)cc1	2	103	-34	7	102	13	6	6	1
COc1ccc(C(c2nnnn2C(C)C)N2CCN(C(=O)c3ccco3)CC2)cc1 (stereo not given)	5	53*[inhibitor]	-3	-20	46*[inhibitor]	11	0	-3	-1
CC1=Nc2ccccc2N=C(NC(=O)c2ccccc2)C1c1ccccc1 (stereo not given)	-3	98	-2	-3	91	-3	2	2	-2
Oc1ccccc1-c1nc(NCc2ccco2)c2ccccc2n1	3	100	28	-4	101	22	3	-9	-3
Cc1ccc(C(=O)Nc2ccc(NC(=O)c3ccc(C)o3)cc2)o1	6	104	7	3	99	1	3	-10	-7
Cc1c(NC(=O)C(C)OC(=O)COc2ccccc2)c(=O)n(-c2ccccc2)n1C (stereo not given)	3	100	22	1	105	6	3	8	0
Cc1[nH]c2c(C)cccc2c1CC(=O)O	6	101	24	6	101	10	-1	5	8
CC1CCCC(C)N1CCCNC(=O)c1ccc2nc(N3CCCCC3)sc2c1 (stereo not given)	2	107	-3	13	124	31	7	-3	1
CCC/C(O)=C1\C(=O)CC(C)(C)CC1=Nc1ccc(OC)cc1OC	3	102	14	13	103	22	-1	-6	-8
O=C(Oc1ccc2c(=O)c(Oc3ccc4ccccc4c3)coc2c1)c1cncc(Br)c1	4	104	27	4	108	30	2	-14	4
CC(=O)CSc1nc(N(C)C)nc(N(C)C)n1	-1	106	0	6	105	9	-5	4	-5
CCCC(=O)N1c2ccc(-c3csc(N)n3)cc2CC1C (stereo not given)	5	103	-3	2	103	29	4	4	5
Cc1ccc2cc(CN(CC(C)C)S(=O)(=O)c3ccccc3)c(=O)[nH]c2c1	2	102	-8	-7	94	26	3	-8	2
CCc1ccc(/C=C2\Oc3c(ccc(O)c3CN3CCN(C)CC3)C2=O)cc1	-10	103	27	7	105	22	0	-8	4
COc1ccccc1C(=O)n1nc(C)cc1C	-2	108	6	2	113	-21	9	-2	-4
Clc1ccc(-c2nnc(-c3ccccc3)c(-c3c[nH]c4ccccc34)n2)cc1	8	111	21	2	105	nt	-6	-14	-5
Following part.
SMILES	IDE cell activ	MEKK3 PB1 HTS	SUMO HTRF inh	MEKK2mut PB1 HTS	MEKK2wt PB1 HTS	NALP1 yeast inh	IDE inh	p-CIP stab down	M18AAP inhibitor
Cn1c(-c2cccc(Br)c2)cnc1NCc1ccccc1O	3	99	12	-1	104	24	nt	3	3
O=C(Nc1ccc(Cl)cc1C(F)(F)F)c1ccccc1	3	103	9	-6	84	24	2	-2	3
Cc1ccc2nc(-c3cccnc3)c(NC3CCCCC3)n2c1	4	101	-9	-1	94	-25	9	-8	8
Cc1cc(C)n(-c2nnc(C)n2/N=C/c2ccccc2O)n1	5	nt	22	nt	nt	-19	0	-7	4
CCc1nnc(SCc2ccc(CSc3nnc(CC)n3N)cc2)n1N	-2	96	13	4	99	10	nt	9	-7
O=C1CC(c2ccco2)CC(O)=C1C=NCCN1CCN(C(=S)Nc2ccccc2)CC1 (stereo not given)	-2	100	17	1	97	22	-1	-18	-13
Cc1ccccc1NC(=S)NCCc1ccccn1	8	102	-2	5	99	1	-3	-8	-8
Oc1ccccc1C(=S)N1CCCCC1	2	105	19	4	104	3	0	-7	14
O=C(COc1cc(F)ccc1[N+](=O)[O-])Nc1ccc(N2CCOCC2)cc1	4	97	12	1	100	20	-3	18	-4
Cc1sc2ncn(CCn3cnc4sc(C)c(C)c4c3=O)c(=O)c2c1C	-6	101	-4	7	98	27	4	2	4
COc1ccc(CN2CCC(C(=O)c3cccc(Cl)c3)CC2)cc1	6	101	8	5	101	7	1	-15	4
COc1ccc(OCC(=O)N2CCN(S(=O)(=O)c3ccc(Cl)cc3)CC2)cc1	1	101	-6	0	100	-1	-1	2	1
CCOc1ccc(S(=O)(=O)NCCC(=O)OCC(=O)N2CC(=O)Nc3ccccc32)cc1	1	106	4	3	102	5	3	-6	4
Cc1cc(NC(=O)CSc2nnc(-c3cccnc3)n2C)no1	7	100	10	-1	101	-3	3	0	2
O=C(c1ccccc1)c1nn(-c2ccc(Cl)cc2)cc1C(=O)c1cc2ccccc2oc1=O	4	nt	17	nt	nt	-20	1	-11	-5
C=C[C@H]1[C@H](OC2OC(CO)C(O)C(O)C2O)OC=C(C(=O)OC)[C@H]1C[C@H]1CC(=O)C[C@H](CC(=O)CCc2ccc(O)cc2)O1 (stereo not given in full)	nt	106	nt	5	111	nt	2	nt	nt
COc1ccc(NC(=O)CC2C(=O)NCCN2C(=O)c2ccc(Cl)cc2)cc1 (stereo not given)	8	93	21	-13	96	21	5	-7	-13
COC(=O)CSc1nc(C)c(C(C)=O)cc1C#N	-6	76	-4	-16	86	-7	-3	0	0
Cn1cnnc1SCc1ccccc1[N+](=O)[O-]	nt	97	11	-4	96	2	5	-8	-1
S=C(NCC1CCCO1)N1CCN(c2cccc(Cl)c2)CC1 (stereo not given)	3	99	6	-2	105	39	4	-6	-7
O=C(Cc1ccccc1)Nc1ccc2oc(=O)ccc2c1	3	92	19	-11	81	36*	4	-12	5
O=C(Nc1ccc(Cl)cc1)Nc1ccc(Oc2cccnc2)nc1	5	109	8	2	109	31	2	-26	-5
CCN1CCCC1CNC(=O)c1cc2c(OC)cccc2[nH]1 (stereo not given)	3	102	16	13	120	17	-4	8	-1
O=C(CC1(O)C(=O)Nc2ccccc21)c1ccccc1 (stereo not given)	-2	100	9	11	104	nt	0	-1	8
CC(Cc1cccnc1)NC(=O)c1ccccc1OC1CCN(S(C)(=O)=O)CC1 (stereo not given)	-2	100	1	-4	97	0	-1	-14	-4
Other results
SMILES	IDE cell activ	MEKK3 PB1 HTS	SUMO HTRF inh	MEKK2mut PB1 HTS	MEKK2wt PB1 HTS	NALP1 yeast inh	IDE inh	p-CIP stab down	M18AAP inhibitor
O=C(NCCc1ccncc1)Nc1ccc(F)cc1	3	93	11	-5	89	11	-1	4	0
Cc1ccc(S(=O)(=O)N(C)C)cc1NC(=O)c1ccncc1	2	95	20	-46	97	4	-3	-10	0
CCC(C)C(NC(=O)C1CCC(C)CC1)C(=O)NCCCN1CCCCC1CC (stereo not given)	1	100	8	5	108	5	-3	-5	-3
Cc1cccc(-c2noc(CNC(=O)Nc3ccc(F)cc3)n2)c1	2	98	12	-1	101	6	1	2	-8
Cc1ccc(C)c(OCCC(=O)OCC(=O)NCc2ccc(F)cc2)c1	4	101	8	5	106	13	6	-5	3
CCOc1ccccc1-n1c(SCC(=O)N(C(C)C)C(C)C)nnc1-c1cccnc1	-20	104	14	2	104	10	12	-2	7
CN(Cc1ccco1)S(=O)(=O)c1csc(C(N)=O)c1	3	100	6	-1	99	21	4	-8	-1
COc1ccc(OC)c(C2=NOC(C(=O)Nc3cccc(C(C)=O)c3)C2)c1 (stereo not given)	-1	93	18	5	112	22	5	-13	-3
COCCNc1ccc(N2C(=O)C3CCCCC3C2=O)cc1[N+](=O)[O-] (stereo not given)	7	103	7	1	95	-2	4	4	-4
COc1ccccc1N(CN1CCCC1=O)C(=O)c1c(F)cccc1F	9	104	9	0	99	-11	-2	-8	-2
CC1Cc2nc(SCC(=O)N3CCN(c4ccccc4)CC3)n(CCc3ccccc3)c(=O)c2S1 (stereo not given)	-11	110	14	3	103	22	4	-3	-6
O=S(=O)(c1ccc(Br)cc1)c1cnc2ccccc2n1	-2	102	9	-10	85	-8	0	-7	2
Cc1cc(C(=O)NC(CC(C)C)C(=O)O)cc(C)c1[N+](=O)[O-] (stereo not given)	2	92	8	-3	92	24	-6	-8	-8
Cc1ccc(S(=O)(=O)N=Nc2c(O)[nH]c3ccccc23)cc1C	5	100	17	-4	96	9	4	-3	4
CCc1nn(C(C)C(=O)NCc2cccc(OC)c2)c(=O)c2cc3occc3n12 (stereo not given)	2	97	10	2	98	12	-3	-9	-1
CCCCc1cc(=O)oc2c(C)c(OCC(=O)NCCN3CCOCC3)ccc12	0	95	11	-7	98	35	-8	5	-17
C=C(C)C(=O)Nc1cccc(C(C)=O)c1	3	nt	-6	nt	nt	45	-6	0	1
CCOC(=O)CC(NC(=O)c1ccc(C)cc1)c1ccc(OC)cc1 (stereo not given)	4	97	4	0	97	7	2	6	0
CC1=C(C(=O)Nc2cccc(C(=O)NC3CCCCC3C)c2)SCCO1 (stereo not given)	2	103	1	1	102	2	-1	-10	-8
Clc1ccc(-n2nnnc2SCc2cn3ccccc3n2)cc1	4	86	-24	-14	87	30	1	-6	2
NC(=O)C1CCN(C(=O)C2CCC(=O)N(Cc3ccc(Cl)cc3)C2)CC1 (stereo not given)	2	99	-3	1	99	14	0	-12	-7
C1=C(c2cccc3ccccc23)N2CCN=C2S1	4	94	5	2	97	6	-2	6	9
COc1ccc(Oc2ccccc2C=O)cc1	3	111	23	8	106	8	-2	-5	-6
O=C(Nc1ccc(OCC(=O)N2CCOCC2)cc1)c1cc(F)c(F)cc1Cl	0	105	6	4	106	15	2	3	3
O=C(O)CCCNc1cc(N2CCN(C(=O)c3ccco3)CC2)c2noc3c2c1C(=O)c1ccccc1-3	0	67*[inhibitor]	-25	-11	60*[inhibitor]	2	5	-9	26
COc1ccc(-c2cc(C(F)(F)F)n3nc(N)nc3n2)cc1	1	108	30	6	109	8	1	-15	-14

Pulled by structure from the entries so far, 3 records:
SMILES	IDE cell activ	MEKK3 PB1 HTS	SUMO HTRF inh	MEKK2mut PB1 HTS	MEKK2wt PB1 HTS	NALP1 yeast inh	IDE inh	p-CIP stab down	M18AAP inhibitor
CN(Cc1ccco1)S(=O)(=O)c1csc(C(N)=O)c1	3	100	6	-1	99	21	4	-8	-1
COc1ccc(Oc2ccccc2C=O)cc1	3	111	23	8	106	8	-2	-5	-6
COc1ccc(OC)c(C2=NOC(C(=O)Nc3cccc(C(C)=O)c3)C2)c1 (stereo not given)	-1	93	18	5	112	22	5	-13	-3
